Screening data (PubChem BioAssay)
FadD28 binding: inhibitors of FadD28 bisubstrate probe binding, primary screen, biochemical, fluorescence polarization, single point. Mycobacterium tuberculosis FadD28 fatty-acid-AMP ligase. inhibition, % at 12.5 µM. actives 0.22% (n = 360,000); in the data active = inhibition above about 8.5%, passing the limit was not always enough; inconclusive = no clear call, values can overlap the other calls
MazEF act: activators of E. coli MazEF toxin-antitoxin RNase, primary screen, biochemical, fluorescence, uHTS; Endoribonuclease toxin MazF (Escherichia coli (strain K12)), P0AE70; AID 504720, 2011; actives 0.32% (n = 350,000); activation, % at 20 µM; FAM/BHQ RNA-DNA oligo cleavage fluorescence, 5 h; in the data active = activation above about 50%
Target sequence (P0AE70 whole entry, looked up): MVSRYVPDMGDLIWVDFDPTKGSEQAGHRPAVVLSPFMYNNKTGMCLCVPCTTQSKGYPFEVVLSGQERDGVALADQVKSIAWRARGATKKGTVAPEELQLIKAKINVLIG
GDH-TPI counter: GDH-TPI coupling enzyme inhibitors, primary screen, artefact control for M. tuberculosis FBA inhibitor project, biochemical, absorbance, full deck | actives 1.2% (n = 360,000) | GDH-TPI coupled enzyme counterscreen, NADH absorbance | inhibition, % at 4.8 µM | AID 588335, 2011; in the data active = inhibition above about 30%;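 note: 0% = DMSO wells and 100% = wells lacking the enzyme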
Mtb BioA inh: M. tuberculosis BioA enzyme inhibitors, primary screen, biochemical, plate reader, single point, HTS. 7,8-diaminopelargonic acid synthase BioA (Mycobacterium tuberculosis). purified M. tuberculosis BioA enzyme. inhibition, % at 9.99 µM. actives 0.096% (n = 360,000); in the data active = inhibition above about 40%; inconclusive = no clear call, values can overlap the other calls
Mtb FBA inh: Mtb FBA enzyme inhibitors, primary screen, biochemical, fluorescence, strain H37Rv | inhibition, % at 1 µM | actives 2.3% (n = 360,000) | purified M. tuberculosis FBA, fluorescence read-out | AID 588726, 2011 | Fructose-bisphosphate aldolase (Mycobacterium tuberculosis (strain ATCC 25618 / H37Rv)), …; in the data active = inhibition above about 27%;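 note: 0% = vehicle and 100% = reference inhibitor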
UGM FP inh: M. tuberculosis UGM enzyme inhibitors, primary screen, biochemical, fluorescence polarization, single point; UDP-galactopyranose mutase (Mycobacterium tuberculosis (strain ATCC 25618 / H37Rv)), …; purified UGM, fluorescence polarization probe displacement; inhibition, % at 10 µM; actives 0.06% (n = 320,000); AID 504406, 2011; in the data active = inhibition above about 10%, passing the limit was not always enough; inconclusive = no clear call, values can overlap the other calls
Target sequence (P9WIQ1 whole entry, looked up): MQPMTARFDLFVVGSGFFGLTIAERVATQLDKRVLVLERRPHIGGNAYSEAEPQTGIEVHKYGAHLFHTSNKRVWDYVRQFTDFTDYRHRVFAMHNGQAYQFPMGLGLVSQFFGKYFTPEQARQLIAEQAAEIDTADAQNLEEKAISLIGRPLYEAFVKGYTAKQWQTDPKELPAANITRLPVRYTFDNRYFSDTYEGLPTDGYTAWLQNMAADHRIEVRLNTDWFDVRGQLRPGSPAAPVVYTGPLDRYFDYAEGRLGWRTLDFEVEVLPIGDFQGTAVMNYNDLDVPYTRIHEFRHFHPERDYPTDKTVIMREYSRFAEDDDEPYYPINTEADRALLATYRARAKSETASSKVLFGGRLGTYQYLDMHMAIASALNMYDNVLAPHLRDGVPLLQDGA
Rv3671c inh: Rv3671c serine protease inhibitors, primary screen, biochemical, fluorescence polarization, M. tuberculosis H37Rv; inhibition, % at 5.96 µM; P9WHR9; actives 0.048% (n = 320,000); in the data active = inhibition above about 38%;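 note: extracellular domain of Rv3671c used as enzyme; 0% = enzyme with DMSO and 100% = no enzyme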
Target sequence (P9WHR9 whole entry, looked up, the tested form may be a part): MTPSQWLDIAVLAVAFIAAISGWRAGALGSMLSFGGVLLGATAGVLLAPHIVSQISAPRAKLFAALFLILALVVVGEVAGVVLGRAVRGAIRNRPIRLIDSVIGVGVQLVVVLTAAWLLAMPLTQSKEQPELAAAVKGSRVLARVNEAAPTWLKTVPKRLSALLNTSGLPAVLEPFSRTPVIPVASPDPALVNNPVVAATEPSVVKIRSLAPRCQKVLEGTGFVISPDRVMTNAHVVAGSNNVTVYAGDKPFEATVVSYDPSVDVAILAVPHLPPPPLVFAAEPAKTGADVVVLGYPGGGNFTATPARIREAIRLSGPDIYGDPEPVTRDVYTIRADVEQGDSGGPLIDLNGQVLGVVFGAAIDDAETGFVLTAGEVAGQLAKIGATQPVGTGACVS
BoNT F protease: BoNT/F light chain protease inhibitors, primary screen, biochemical, flow cytometry, MLPCN library | inhibition, % at 10 µM | Multiplex microsphere protease cleavage assay | Botulinum neurotoxin type F light chain protease (Clostridium botulinum) | actives 0.22% (n = 360,000); in the data active = inhibition above about 35%, passing the limit was not always enough; inconclusive = no clear call, values can overlap the other calls; note: plate controls were buffer without enzyme for full effect and enzyme alone for no effect
PrPC TRFRET: inhibitors of human cell surface prion protein PrPC, primary screen, cell-based, TR-FRET; actives 0.43% (n = 370,000); TR-FRET read-out; AID 720596, 2013; Major prion protein (Homo sapiens), P04156; inhibition, % at 13.8 µM; in the data active = inhibition above about 24%; note: 0% = median of the test wells and 100% = reference compound wells
An asterisk follows results filed as active; u = inconclusive; x = not tested or not shown.

SMILES | FadD28 binding | MazEF act | GDH-TPI counter | Mtb BioA inh | Mtb FBA inh | UGM FP inh | Rv3671c inh | BoNT F protease | PrPC TRFRET
C=CCn1c(SCc2nc3ccccc3[nH]2)nnc1-c1ccncc1 | -1.2 | -4 | -1 | 1.2 | 5 | 1.2 | 0 | -5 | -1
O=C(Nc1cccc2nsnc12)C1CC(=O)N(c2ccccc2)C1 (stereo unspecified) | -4.6 | 9 | 6 | 3.9 | -5 | 0.3 | 0 | u | -24
COCCCNC(=O)CN1C(=O)/C(=C/c2ccccc2)Sc2ccccc21 | -0.4 | 11 | 12 | 0.5 | -2 | 2.7 | 1 | -5 | -5
COc1cc(NS(=O)(=O)c2ccc(NC(=O)COc3cccc(C)c3)cc2)nc(OC)n1 | x | -4 | -5 | -0.4 | 1 | 1.0 | -1 | -3 | -10
O=C(NC1CCN(c2ncccn2)CC1)c1cccc(F)c1 | -3.5 | 6 | 12 | x | 6 | 1.0 | -7 | u | 1
CC(=O)Oc1ccc2ccccc2c1C(NC(=O)Cc1ccccc1)c1ccc(Cl)cc1 (stereo unspecified) | -3.9 | 0 | 0 | -0.5 | 3 | 0.7 | -11 | -7 | 19
CC(C)Cc1ccc(C(C)C(=O)Nc2ncccn2)cc1 (stereo unspecified) | 1.3 | -2 | 10 | x | 4 | -1.1 | -5 | 7 | 6
CCOC(=O)C1CCN(S(=O)(=O)c2ccc(-c3ccc(=O)[nH]n3)o2)CC1 | -1.7 | -28 | 3 | -0.7 | 6 | 1.6 | -2 | x | -5
NS(=O)(=O)c1ccc(CCNC(=O)CCCn2ncn3c(cc4occc43)c2=O)cc1 | -0.9 | 11 | -1 | -1.2 | 0 | -0.2 | 0 | 6 | 7
Cc1onc(-c2ccccc2)c1C(=O)N1CCN(c2ncccc2C(F)(F)F)CC1 | -3.5 | 3 | 2 | -0.9 | 1 | -0.1 | -1 | -19 | 2
O=C(Cn1nc(C(F)F)cc1C1CC1)N1CCCC1 | -4.8 | 6 | -8 | 0.8 | -1 | -0.5 | 3 | 5 | -3
COc1ccc(/C=C(\C)c2nc(C)c(-c3ccccc3)c(=O)[nH]2)cc1 | -2.2 | 2 | 24 | -0.5 | 3 | 0.6 | -9 | 11 | 3
CS(=O)(=O)N(CC(=O)N1CCC(C(N)=O)CC1)C1CCCCC1 | -1.5 | 6 | -1 | 0.5 | 4 | -2.1 | 4 | 0 | 5
CCCCn1c(N)c(N(CCC(C)C)C(=O)C2CC(=O)N(c3ccc(OC)cc3OC)C2)c(=O)[nH]c1=O (stereo unspecified) | -0.5 | 3 | 7 | x | -2 | x | -5 | 4 | -8
O=C1c2ccccc2NC(c2ccc(Br)o2)N1O (stereo unspecified) | 2.0 | -1 | 8 | -1.0 | 10 | -2.1 | 9 | 6 | -3
OCc1nc2ccccc2n1CCCCOc1ccccc1 | -4.1 | 4 | -13 | 1.6 | 0 | -1.1 | -12 | u | 3
O=C(CNC(=O)c1ccc(Cl)cc1)OCC(=O)c1ccc2c(c1)OCCO2 | 0.1 | 10 | 2 | 0.8 | 2 | 3.4 | 4 | 2 | 4
COc1cc(/C=N/O)cc(Br)c1OCC(=O)NCc1ccccc1 | -3.6 | -5 | -3 | x | 1 | 0.3 | 0 | -17 | -3
CC1C(=NO)C(C)C(c2ccccc2)NC1c1ccccc1 (stereo unspecified) | -1.9 | -3 | -6 | -1.5 | 0 | 1.9 | 1 | -2 | -3
O=C(COc1ncnc2cc([N+](=O)[O-])ccc12)NC(=O)NC1CCCCC1 | 0.8 | -1 | 6 | -1.5 | -2 | 0.0 | -11 | -3 | -30
CCN(CC(=O)Nc1ccc(Cl)c(S(=O)(=O)N(C)C)c1)CC(=O)NC(C)C | -0.5 | 18 | 6 | 1.3 | 3 | -0.9 | 12 | -1 | 0
FC(F)Oc1ccc(NC(=S)N2CCc3ccccc32)cc1 | -2.6 | -9 | 1 | x | 1 | 0.0 | 5 | -1 | 2
CC(=O)c1cccc(N=C2C(=O)Nc3ccccc32)c1 | -0.8 | 5 | 7 | 2.9 | 2 | 2.5 | -2 | -8 | 1
O=C(c1cccc(Cl)c1)C1CCCN(C(=O)c2ccoc2)C1 (stereo unspecified) | -1.0 | -1 | 7 | x | 0 | 0.2 | -12 | -3 | 4
COc1cccc(-c2cnc3c(NC(C)=O)cc(-c4cccc(C(=O)NCCN(C)C)c4)cn23)c1 | -5.1 | x | 6 | 3.0 | -3 | x | x | -11 | -8
SMILES | FadD28 binding | MazEF act | GDH-TPI counter | Mtb BioA inh | Mtb FBA inh | UGM FP inh | Rv3671c inh | BoNT F protease | PrPC TRFRET
COc1ccc(CCNC(=O)CCS(=O)(=O)c2ccc3c(c2)NC(=O)CO3)cc1OC | 0.3 | 15 | 3 | -0.7 | 1 | 1.2 | -10 | -2 | -9
Cc1oc(-c2ccccc2)cc1C(=O)Nc1ccc(N(C)C)cc1 | -3.1 | 13 | -6 | x | -4 | -3.8 | 8 | -22 | 4
CCOC(=O)C1CCN(CCC(=O)Nc2cccc(Cl)c2)CC1 | -4.3 | 2 | 2 | 0.6 | -2 | -0.9 | -1 | 12 | 0
CC(C(=O)Nc1ccc(C(=O)O)cc1)N1C(=O)c2ccccc2C1=O (stereo unspecified) | -2.4 | 3 | -17 | 0.1 | -1 | 0.8 | -7 | -2 | -2
Cc1cccc(NC(=O)CN2C(=O)NC(C)(c3ccc4c(c3)OCO4)C2=O)c1 (stereo unspecified) | -1.3 | 3 | -6 | 1.1 | -1 | 1.7 | -4 | 1 | -2
O=C(Nc1ccccc1F)C(=Cc1sc(N2CCOCC2)nc1-c1ccccc1)C(=O)Nc1ccccc1F | -1.3 | -289 | 12 | x | -2 | 12* | -1 | 1 | -6
CCCCOc1nc2ccccc2nc1C(C#N)C(=O)NC1CCCCC1 (stereo unspecified) | -3.9 | -1 | -10 | -1.4 | 2 | 6.0 | -1 | 3 | 2
CC1OC(C)(C)OC1C1CNc2nc(NC(=O)C(C)(C)C)[nH]c(=O)c2N1C(=O)c1cccnc1 (stereo unspecified) | 0.1 | 4 | 6 | 0.4 | 1 | -0.4 | 6 | -2 | -2
CCN1C(=O)/C(=C\N2CCCCCC2)SC1=S | 0.2 | -2 | 17 | x | 1 | -1.4 | -7 | -4 | -13
COc1ccc(C)cc1S(=O)(=O)N1CCCCC1 | -3.9 | 0 | -3 | 1.1 | -4 | 2.6 | -2 | -2 | 2
Cc1onc(-c2ccccc2)c1C(=O)NNC(=S)NC(=O)c1ccc2c(c1)OCO2 | -5.5 | -6 | -2 | -0.4 | -1 | 9.5 | 9 | u | -7
CN(C)S(=O)(=O)Oc1ccccc1C(=O)Nc1ccccc1Cl | -2.8 | 4 | 6 | -0.9 | 2 | 1.0 | -1 | 0 | -4
c1ccc2c(c1)[nH]c1ccncc12 | -3.4 | 0 | 1 | 6.2 | 2 | -0.7 | -2 | -4 | 4
Cc1ccsc1C(=O)OCc1csc(-c2ccccc2)n1 | -2.3 | 2 | -6 | -0.6 | 3 | 1.5 | 3 | -5 | -2
Cc1ccc(-c2cc(C(F)F)n3ncc(C(=O)N4CCCc5ccccc54)c3n2)cc1 | -2.4 | 36 | 8 | -0.5 | 2 | -0.7 | -7 | u | 4
CCc1noc(C)c1C(=O)N1CCC(CCC(=O)Nc2cccc(C)c2)CC1 | -0.3 | -2 | 15 | -0.4 | 3 | -1.2 | 2 | 18 | -3
CCCCOc1ccccc1C(=O)NCCCC(=O)O | -4.5 | 0 | -3 | x | 1 | 1.8 | -8 | -13 | -4
O=C1NNC(=O)C1c1ccccc1 | -1.3 | 8 | 11 | 0.7 | -3 | 2.7 | 10 | 13 | -5
CCOc1ccccc1NS(=O)(=O)c1ccc(-c2cnc(C3CC3)o2)cc1 | -0.1 | -2 | 4 | 2.7 | -1 | 7.1 | -8 | -2 | 23
O=C1N=c2ccccc2=C1c1sc(NS(=O)(=O)c2ccccc2)nc1O | 2.1 | -4 | 16 | x | -3 | 1.6 | -5 | -3 | -15
COc1ccc(OC)c(CNC(=O)C2CCN(C(=O)N(C)C)CC2)c1 | 1.6 | 5 | 5 | -0.5 | 2 | 1.5 | 0 | -4 | 2
CN1CCN(NC(=O)Nc2cccc(Cl)c2Cl)CC1 | -0.7 | -5 | 4 | x | 1 | -0.2 | 3 | 4 | -2
C=CCn1c(SCc2nc(N)nc(N3CCCCC3)n2)nnc1-c1ccco1 | -2.6 | 2 | 1 | 1.7 | -1 | -0.1 | -9 | 4 | -9
CCC(=O)N(C)CCc1cc2c(c(OC)c1/C=N/NC(=O)c1ccccc1O)OCO2 | -4.8 | 0 | 19 | -1.3 | -3 | 0.6 | 9 | 2 | 13
COc1ccc(NC(=O)C2(C)CCN2C(=O)C(C)C)cc1F (stereo unspecified) | -1.2 | x | 6 | -0.9 | 0 | x | x | -4 | -4
SMILES | FadD28 binding | MazEF act | GDH-TPI counter | Mtb BioA inh | Mtb FBA inh | UGM FP inh | Rv3671c inh | BoNT F protease | PrPC TRFRET
O=C1CC(N2CCC(C(=O)N3CCCCC3)CC2)C(=O)N1 (stereo unspecified) | -1.1 | 0 | 8 | -2.9 | 1 | 1.1 | 8 | 9 | -2
C[C@@H]1[C@H](O)C[C@@]23COC(=O)C2=CCCC3[C@@]1(C)CCC1COC(=O)C1 (stereo partly specified) | -1.1 | -3 | 8 | 3.4 | 14 | -0.4 | 7 | -11 | -2
CCOc1ncccc1C(=O)OCC(=O)Nc1ncc(C(F)(F)F)cc1Cl | -0.2 | 12 | 4 | 1.5 | 2 | 2.4 | -3 | 9 | 1
COC(=O)c1ccccc1NC(=O)Nc1cccc(C)n1 | 0.8 | -5 | 5 | 5.7 | 4 | 0.1 | 3 | 2 | -5
Cc1ccc(C)c(OCC(=O)O/N=C(\N)c2ccccn2)c1 | -4.1 | 0 | -6 | -1.2 | 3 | -2.9 | -5 | u | 13
COc1ccccc1N1CCN(CC(=O)N(CC(C)C)c2c(N)n(CC(C)C)c(=O)[nH]c2=O)CC1 | -0.9 | 6 | -2 | -0.3 | -4 | 0.3 | -1 | 3 | -6
COc1ccc(OC[C@@H](O)CNC(=O)c2cccc3c2C(=O)c2ccc(-c4ccc(F)cc4OCc4ccccc4)cc2S3(=O)=O)cc1 | -1.8 | -3 | 26 | -0.6 | 4 | -1.8 | -28 | -2 | x
O=C(N/N=C/c1cc(Cl)ccc1O)C(=O)Nc1ccccc1OC(F)(F)C(F)F | -0.5 | -146 | 7 | x | 4 | -2.2 | 3 | -4 | 7
CC(C)N1CCc2c(sc(NC(=O)c3ccco3)c2C(N)=O)C1 | 0.9 | -6 | 17 | 0.0 | -3 | 0.7 | -9 | 2 | 3

Not a retest: an excerpt of the list.
SMILES | FadD28 binding | MazEF act | GDH-TPI counter | Mtb BioA inh | Mtb FBA inh | UGM FP inh | Rv3671c inh | BoNT F protease | PrPC TRFRET
Cc1onc(-c2ccccc2)c1C(=O)N1CCN(c2ncccc2C(F)(F)F)CC1 | -3.5 | 3 | 2 | -0.9 | 1 | -0.1 | -1 | -19 | 2
O=C(Cn1nc(C(F)F)cc1C1CC1)N1CCCC1 | -4.8 | 6 | -8 | 0.8 | -1 | -0.5 | 3 | 5 | -3
COc1ccc(/C=C(\C)c2nc(C)c(-c3ccccc3)c(=O)[nH]2)cc1 | -2.2 | 2 | 24 | -0.5 | 3 | 0.6 | -9 | 11 | 3
CS(=O)(=O)N(CC(=O)N1CCC(C(N)=O)CC1)C1CCCCC1 | -1.5 | 6 | -1 | 0.5 | 4 | -2.1 | 4 | 0 | 5
CCCCn1c(N)c(N(CCC(C)C)C(=O)C2CC(=O)N(c3ccc(OC)cc3OC)C2)c(=O)[nH]c1=O (stereo unspecified) | -0.5 | 3 | 7 | x | -2 | x | -5 | 4 | -8
